Bioassay records: PubChem BioAssay, several laboratories
CaV13 FRET inh: Primary screen for inhibitors of IQ motif and Ca2+-dependent inactivation inhibitor domain binding in CACNA1D, Förster resonance energy transfer in living cells, …; HEK cells, CFP/YFP FRET ICDI-IQ, plate reader, 10 min; percent FRET-ratio fall versus neutral wells; AID 743397; inhibition, % at 12.3 µM; 340,000 compounds, 0.098% hits;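 active = mean replicate inhibition of at least 30% and at least 1% of replicates passing that level; inconclusive = only one of the two criteria is met; inactive = neither criterion is met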;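 note: 0% = median of the neutral control wells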
Cardio protect: myocardial damage modulation in H9c2 cells. H9c2 cardiomyocytes, H2O2 injury protection, ATPLite, 2 h. protection from H2O2 cell death, % at 20 µM. 360,000 compounds, 0.63% hits. AID 588492;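 active = compounds giving at least 50% protection of heart cells from peroxide-induced death in the single-dose screen, raw or plate-pattern-corrected value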;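 note: 0% = DMSO wells with peroxide and 100% = DMSO wells without peroxide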
TRPM1 prom inh: MITF TRPM1 promoter inhibition in SK-MEL-5 cells. inhibition, % at 12.5 µM. 330,000 compounds, 0.83% hits. SK-MEL-5 TRPM1 promoter luciferase, 24 h;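 active = mean inhibition across replicates of 60% or more, whatever share of single replicates reaches that level; inconclusive = some that reach 60%, reason not given; inactive = mean inhibition across replicates below 60%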; note: values of inactives mirror those of a sister screen read the other way
HTR2A ag: mouse HTR2A agonism via beta-arrestin recruitment. CHO-K1 mHTR2A beta-arrestin complementation, luminescence; percent of 30 µM serotonin response. AID 624169. P35363. 360,000 compounds, 0.66% hits. activation, % at 7.6 µM;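 active = activation above a run cutoff, the mean activation of all tested compounds plus 3 SD, cut at about 14% in these data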;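 note: 0% = plate median of compound wells and 100% = 30 µM serotonin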
Target sequence (P35363 whole entry, looked up): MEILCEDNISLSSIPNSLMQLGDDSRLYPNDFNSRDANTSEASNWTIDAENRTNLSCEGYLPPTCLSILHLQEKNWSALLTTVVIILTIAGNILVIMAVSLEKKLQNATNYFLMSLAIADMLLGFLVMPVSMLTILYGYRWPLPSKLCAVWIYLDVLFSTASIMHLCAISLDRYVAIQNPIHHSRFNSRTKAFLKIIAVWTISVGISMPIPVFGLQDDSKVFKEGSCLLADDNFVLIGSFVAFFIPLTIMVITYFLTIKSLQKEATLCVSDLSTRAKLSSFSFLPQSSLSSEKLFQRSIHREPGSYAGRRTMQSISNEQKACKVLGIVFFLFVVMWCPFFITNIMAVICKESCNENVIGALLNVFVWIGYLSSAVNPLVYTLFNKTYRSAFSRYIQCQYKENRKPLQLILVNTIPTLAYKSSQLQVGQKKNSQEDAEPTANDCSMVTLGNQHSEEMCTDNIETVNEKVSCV
Shn3 3UTR inh: reduces Shn3 3'UTR luciferase signal in osteoblasts; 360,000 compounds, 0.52% hits; Clone20 osteoblast Shn3 3'UTR firefly luciferase, 24 h; inhibition, % at 12.5 µM; AID 588674;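 active = mean inhibition of at least 75% with every replicate also reaching 75%; inconclusive = mean inhibition at least 75% but some replicate below; inactive = mean inhibition below 75%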;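 note: 0% = median of neutral control wells and 100% = pilot-screen positive control compound; some compounds past the cut are filed as inactive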
hiPSC survival: hiPSC single-cell survival enhancement; ATPlite luminescence; 100% = ROCK inhibitor wells, 0% = DMSO; survival enhancement, % at 20 µM; 360,000 compounds, 0.044% hits; AID 602274; in the data active = survival enhancement above about 18%;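 note: cells exposed to compounds for 16 hours before the ATP read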
HIF-2a block: inhibitors of HIF-2a. 360,000 compounds, 0.72% hits. 786-0 RCC cells HIF-2a reporter, luciferase luminescence, overnight. inhibition, % at 18.8 µM;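 active = inhibition of the luminescence signal of 40% or more relative to plate controls, in a single-dose primary screen at 18.75 µM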
PDI inh: inhibitors of human protein disulfide isomerase; AID 588391; PDI insulin aggregation turbidity, A650, 90 min; inhibition, % at 10 µM; 350,000 compounds, 0.052% hits;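 active = mean inhibition across replicates of 30% or more, whatever share of single replicates reach that level; inconclusive = mean inhibition below 30% while every single replicate reaches 30%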;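 note: absorbance from insulin aggregation driven by PDI reduction with DTT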
Peg3 promoter: inhibitors of Peg3 promoter; HeLa PEG-Prom luciferase reporter, luminescence, overnight; AID 588405; 360,000 compounds, 1.7% hits; inhibition, % at 20 µM;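 active = inhibition of at least 50% at 20 µM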
NR2E3 ag-1: agonists of human nuclear receptor NR2E3; GST-NR2E3/biotin-RetCOR TR-FRET, 1536-well; inhibition of corepressor binding, % at 4.78 µM; Q9Y5X4; 320,000 compounds, 0.12% hits; AID 2300;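 active = percent inhibition above the cutoff of mean plus 3 SD of all tested compounds, set per screening campaign, cut at about 20% in these data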;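 note: 0% = DMSO wells and 100% = biotin wells as full block of FRET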
Target sequence (Q9Y5X4 whole entry, looked up): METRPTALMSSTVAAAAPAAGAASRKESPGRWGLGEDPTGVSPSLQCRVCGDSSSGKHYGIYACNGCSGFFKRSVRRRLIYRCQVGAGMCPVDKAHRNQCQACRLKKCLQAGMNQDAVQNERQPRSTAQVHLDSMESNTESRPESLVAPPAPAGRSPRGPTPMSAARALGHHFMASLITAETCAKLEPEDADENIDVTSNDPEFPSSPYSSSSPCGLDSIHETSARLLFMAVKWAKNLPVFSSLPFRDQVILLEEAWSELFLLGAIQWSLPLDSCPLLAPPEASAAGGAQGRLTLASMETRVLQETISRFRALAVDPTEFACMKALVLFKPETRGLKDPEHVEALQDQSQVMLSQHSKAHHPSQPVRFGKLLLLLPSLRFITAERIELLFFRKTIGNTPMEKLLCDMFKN
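System: GST-NR2E3 and biotin-RetCOR proteins; probe or stimulus: 7 nM biotin-RetCOR; doses: compound at 4.8 µM, single dose; schedule: Compound–protein incubation for 5 h at 4 °C; detection: time-resolved FRET; read-out: percent inhibition; controls: biotin wells as high control, 0.6% DMSO wells as low control; format: 1536-well plates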
NR2E3 ag-2: human photoreceptor-specific nuclear receptor agonism; 360,000 compounds, 0.35% hits; CHO-S Gal4-NCOR/VP16-NR2E3 two-hybrid, luciferase; AID 602229; inhibition of corepressor binding, % at 3.98 µM; Q9Y5X4;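 active = inhibition above the mean of all tested compounds plus 3 SD, cut at about 70% in these data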;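 note: 0% = DMSO with NR2E3 transfected cells and 100% = cells lacking NR2E3 construct; higher means lower luciferase signal from less NR2E3 corepressor binding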
The depositor's hits bear a star; ? = inconclusive; / = no result given. Outcome played no part in choosing rows. Share with any hit: about 3.9%.

SMILES	CaV13 FRET inh	Cardio protect	TRPM1 prom inh	HTR2A ag	Shn3 3UTR inh	hiPSC survival	HIF-2a block	PDI inh	Peg3 promoter	NR2E3 ag-1	NR2E3 ag-2
CCC(C)NC(=O)c1cc2c(=O)n3cccc(C)c3nc2s1 (centres undefined)	-6	9	-19	4	4	-0.2	-38	-14	-15	1	-2
OCC[C@@H]1C[C@H](O)[C@@H](O)[C@@]2(CCc3ccccc3CO2)O1	-5	1	-1	6	-5	2.0	2	-2	-3	4	-17
O=C(COC(=O)C1CCN(c2ccc(C(F)(F)F)cn2)CC1)Nc1ccc(Cl)cn1	-9	-4	-1	2	-13	-0.1	9	13	13	4	14
CCOC(=O)N1CCN(C2CC(=O)N(c3ccc(Oc4ccccc4)cc3)C2=O)CC1 (centres undefined)	-5	-7	2	-5	-12	-1.3	7	-3	4	1	-5
O=C(NN1CCOCC1)c1ccc(Cl)cc1[N+](=O)[O-]	-3	1	10	3	4	-0.1	11	-2	-23	-1	11
CC1(C)CC(N2CCCCC2)=CC(=[N+]2CCCCC2)C1	-4	-24	57	1	?	1.8	6	-6	9	2	-6
CCC(C)NS(=O)(=O)c1ccc(OC)c(Cl)c1Cl (centres undefined)	-5	-2	11	1	4	-1.6	5	1	0	1	-16
Cc1noc(C)c1/C=N/Nc1ccc2ccccc2n1	-2	4	-12	13	-23	0.5	-216	-3	-281	-1	-77
CC(C)Cn1c(SCC(=O)NC2CC2)nc2ccccc21	-4	-8	/	12	-3	1.1	11	-1	7	/	-5
Cc1coc2c1c(C)cc1oc(=O)c(CC(=O)NCCCN3CCCC3=O)c(C)c12	/	-5	-13	0	-1	-0.9	-11	/	-22	9	-25
CC1CN(C(=O)CSc2nnc(-c3ccc(Cl)cc3)n2C)CC(C)O1 (centres undefined)	/	3	-16	0	-12	0.3	-45	-1	-25	-1	-30
COc1ccc(NC(=O)Cn2cc(C(=O)C3CC3)c3ccccc32)cc1	-3	-2	8	-5	-12	1.6	4	-5	-8	4	-2
CS(=O)(=O)c1ccc(NS(=O)(=O)c2ccc(Cl)c(C(=O)NC3=NCCS3)c2)cc1	-6	10	3	6	-1	5.2	9	3	-4	/	-3
c1ccc(-c2nn3c(C4CCCCC4)nnc3s2)nc1	-5	13	2	3	-13	-2.2	13	-6	16	0	-30
S=C(NCCN1CCOCC1)NC1CCCC1	-2	-5	-12	-5	0	-0.1	18	7	12	0	3
CC12CCC(C3NC(=S)NN=C31)C2(C)C (centres undefined)	-5	0	1	-1	?	-0.1	10	9	23	/	-24
CNC(=O)Nc1ccccc1C(=O)NCc1ccccc1	-2	-5	3	-2	5	3.1	12	6	15	3	11
Cc1cccc(C2=NN(c3ccc(Br)cc3)[C@@H](C(=O)N3CCOC3=O)[C@@H]2C)c1	-5	-5	-1	-8	5	1.3	2	-2	8	/	-20
COC(=O)c1ccc(/C=N/NC(=S)NC(C)C)cc1	-3	-4	6	5	-12	-0.2	-61	14	-49	3	-21
COC(=O)N1C(=O)[C@](Cc2ccccc2)(c2ccccc2)N1C(=O)OC	-7	0	33	6	-1	-3.1	-72	-1	16	2	-8
O=C(NCc1ccc(Cl)cc1)c1noc2c1CCCCC2	-8	-6	-48	1	-27	8.9	-118	3	-103	1	-61
CCOc1ccc(C(CC(=O)O)NC(=O)C(Sc2ccccc2)c2ccccc2)cc1 (centres undefined)	-5	0	-1	1	-12	0.4	4	-6	21	1	-8
C=CCN(CC=C)CC(O)Cn1c2ccccc2c2ccccc21 (centres undefined)	-7	6	-21	-2	-13	1.0	-14	1	11	-3	-28
COC(=O)c1ccccc1NC(=O)COC(=O)c1cccnc1	-4	-2	8	3	-4	3.6	7	2	5	-6	2
C/C=C/C(=O)Nc1ccc(N2CCN(c3ccc(C(F)(F)F)cn3)CC2)nc1	-5	-2	4	1	4	0.8	5	-1	-4	-1	-7
O=C(/C=C/[C@H]1O[C@@H](n2cnc3c(NC(=O)c4ccccc4)ncnc32)[C@H](O)[C@@H]1O)NCc1ccccc1	-7	6	/	0	-21	-1.0	5	/	-3	/	1
Nc1cc2c(cc1N)-c1ccccc1C2	-7	16	-22	-8	-48	-0.3	-139	-1	-147	/	-160
N#Cc1nc(-c2cccs2)oc1NCc1ccco1	-5	3	-4	-2	-25	-0.5	-50	2	-38	-2	-31
CCOC(=O)C1CCCN(Cc2c(Cl)cccc2Cl)C1 (centres undefined)	-2	3	-12	0	-7	-1.1	4	18	11	4	-29
Cc1cccc2nc(CNC(=O)C3CCC(=O)N(Cc4ccccc4F)C3)cn12 (centres undefined)	-8	4	4	-4	6	0.4	10	8	10	7	0
COc1ccc(CNc2ccc3c(c2)ncn3-c2ccccc2OC)cc1	/	-2	-6	-1	15	2.6	-20	0	-8	-1	-3
COc1ccc(N(CC(=O)NCc2ccccc2Cl)S(=O)(=O)c2c(C)n[nH]c2C)cc1	-3	-1	5	-1	-8	1.0	-4	1	-4	1	-9
CC1CCN(C(=O)COC(=O)c2cc([N+](=O)[O-])ccc2N2CCOCC2)CC1	-6	6	12	-3	-5	0.5	15	2	9	5	3
C=CCN1C(=O)/C(=C/N(C)C)S/C1=N\S(=O)(=O)c1cccs1	-7	8	/	2	10	-0.4	-9	7	-13	/	3
CCOC(=O)C1=C(c2ccccc2)OC(N)=C(C#N)C1c1ccncc1 (centres undefined)	1	15	5	1	14	-1.5	12	4	6	5	13
CCOc1ccc(NC(=O)CN(C)C(=O)CSCc2c(C)noc2C)cc1OCC	-7	-3	0	2	-10	0.3	8	3	3	1	-8
COc1ccc(-c2noc(CCC(=O)Nc3cc(OC)ccc3OC)n2)cc1	-2	-12	-9	6	15	-0.5	2	11	0	-3	15
CC(OC(=O)CCc1nc2ccccc2c(=O)[nH]1)C(=O)Nc1ncc(Cl)cc1Cl (centres undefined)	4	2	1	0	-5	2.0	7	-2	6	2	-8
O=C(Nc1ccc(N2CCN(C(=O)c3cccs3)CC2)cc1)c1cccnc1	-5	-1	-6	1	-1	-0.1	19	2	12	-1	-24
CCOc1ccc(CCNC(=O)C2=C(C)C(=O)OC23CCC(C)CC3)cc1 (centres undefined)	2	-4	/	16*	13	-2.5	4	/	-2	2	0
COc1ccc(C(CNc2ncnc3sccc23)N(C)C)cc1OC (centres undefined)	-3	-3	5	-1	-4	1.1	12	-6	-5	-1	-25
COc1ccc(Oc2coc3cc(OC(=O)N4CCOCC4)ccc3c2=O)cc1	-8	-4	-2	4	16	2.2	-18	5	-4	4	-6
CCOc1ccccc1C(=O)OCC(=O)NCC1CCCCC1	-6	2	17	7	-10	-0.3	-6	-2	-12	4	20
COC(=O)c1cc(Br)ccc1OC(=O)c1cccnc1	-4	2	-3	2	-29	-2.7	15	-3	7	-5	-14
O=C(COC(=O)c1nc(Cl)ccc1Cl)NNC(=O)c1ccccc1	-4	6	-4	6	-5	-0.4	5	-10	-4	-3	-1
Cc1ccc2c(c1)cc(C)c1nnc(SCC(=O)NCc3ccco3)n12	-8	10	2	-2	-14	-0.4	1	-3	-11	2	-16
CCCCN(CC)CCCNC(=O)c1ccc2c(c1)N(CC)C(=O)c1ccccc1S2(=O)=O	-3	2	-4	-11	17	-0.6	5	-1	-6	3	-29
Cc1cc(C)n(-c2nncn2/N=C/c2ccccc2F)n1	-4	5	-1	-4	-5	-1.5	20	6	3	-1	-17

The closing 2 entries of the section before lead into the next.
SMILES	CaV13 FRET inh	Cardio protect	TRPM1 prom inh	HTR2A ag	Shn3 3UTR inh	hiPSC survival	HIF-2a block	PDI inh	Peg3 promoter	NR2E3 ag-1	NR2E3 ag-2
CCCCN(CC)CCCNC(=O)c1ccc2c(c1)N(CC)C(=O)c1ccccc1S2(=O)=O	-3	2	-4	-11	17	-0.6	5	-1	-6	3	-29
Cc1cc(C)n(-c2nncn2/N=C/c2ccccc2F)n1	-4	5	-1	-4	-5	-1.5	20	6	3	-1	-17
O=C(CN1CCN(S(=O)(=O)c2ccc(F)cc2)CC1)NCc1cccs1	-7	2	-6	-3	-10	-0.4	8	3	19	0	17
COc1cccc2sc(Nc3nnc(-c4cccs4)o3)nc12	-4	18	1	-6	13	-0.1	-136	19	-151	0	32
CC(C)=CCC/C(C)=C/CN(CC(C)O)CC(C)O (centres undefined)	-8	11	-3	-2	-5	-1.2	7	3	16	-3	1
CN(C)S(=O)(=O)N1CCN(C(=O)c2ccccc2Cl)CC1	/	0	7	0	-6	-0.7	13	11	-3	0	-11
C=CCc1cccc(/C=N/c2nc3ccccc3n2CC)c1O	-7	0	6	3	-14	4.4	7	-4	12	-2	11
COc1ccc(-c2nn(-c3ccccc3)cc2C#N)cc1	0	-10	-99	-5	-42	-0.8	-184	-7	-164	1	-137
CN(C)Cc1nc2c([nH]1)c(=O)n(C)c(=O)n2C	-7	13	0	4	6	0.4	10	20	5	3	-2
Cc1cccc(N2CC(C(=O)Nc3ccccc3N3CCOCC3)CC2=O)c1C (centres undefined)	-9	8	2	3	75	-1.2	12	0	5	/	-4
CCCCC(=O)N/N=C/c1cc([N+](=O)[O-])ccc1N1CCOCC1	-5	5	2	3	-29	-2.2	20	-20	21	2	1
COc1cc(NC(=O)CCNS(=O)(=O)c2cc(Br)cnc2N)cc(OC)c1	-2	-2	2	0	7	-0.1	12	-4	8	2	0
CCOC(=O)c1ccccc1NC(=S)N1CCCCC1	-5	5	-5	5	-18	1.5	15	-4	3	-3	-18
CC(C)[C@H](NC(=O)c1ccccc1)C(=O)OCC(=O)N1CC(=O)Nc2ccccc21	-5	-1	1	4	13	0.7	23	3	7	-3	-7
CCN(CC)C(=O)C12CC3CC(CC(Br)(C3)C1)C2	10	1	3	5	-68	-1.4	9	2	0	-3	-8
COc1cc(C(c2nnnn2C(C)(C)C)N2CCN(c3nc4ccccc4s3)CC2)ccc1O (centres undefined)	0	18	1	29*	4	-0.9	-10	12	-13	4	-7
CSc1c(CC(=O)Nc2ccccc2)n(C)c2ccccc12	-2	-7	19	1	11	0.0	-36	-2	25	0	-24
CN1CCN(/N=C/c2ccc(Cl)c(Cl)c2)CC1	-5	-3	-82	-5	-66	-0.3	-228	-2	-270	-4	-30
CC(C)(C)C(=O)NC(=S)Nc1cc(C(=O)O)ccc1Cl	-2	5	2	0	-15	1.6	6	3	11	7	-21
CC1(C)CC(NC(=S)NCc2ccco2)CC(C)(C)N1	-5	0	-1	3	-2	-0.2	14	-4	10	3	5
